# Abeta yeast res = compounds reversing amyloid beta toxicity in yeast. yeast expressing A-beta42, growth rescue, OD600, 48 h; response scale: 0% DMSO, 100% iron-clioquinol control. Potency, µM (highest dose often 46.1 µM), for the others: at the highest dose growth rescue, usual class: activators. hit rate 0.063% among 410,000. AID 1347071; also: potency is read from the fitted curve at half-maximal effect; nearly all actives have a fitted effect of over 55% in size
#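 Growth rescue measured by 600 nm absorbance after 48 h yeast culture at 30 C with compound. Values normalized between DMSO and an equimolar ferric chloride plus clioquinol control.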
# EPAC2 antag = EPAC2 (human) antagonism; hit rate 0.18% among 360,000; EPAC2 GEF exchange of Rap1B-BODIPY-GDP, fluorescence; AID 720708; Potency, µM (titrated, usually from 114 µM), inactives show top-dose activity, negative = inhibition, actives largely listed as inhibitors; also: potency is read from the fitted curve at half-maximal effect; % is scaled to controls: 0 for no effect and ±100 for the full control effect; nearly all actives have a fitted effect of over 45% in size; many of its hits are not listed in these tables
# aSyn rescue = rescues yeast growth from alpha-synuclein toxicity; Yeast expressing alpha-synuclein, growth rescue, BacTiter-Glo, 24 h; hit rate 0.14% among 370,000; Potency, µM (top dose mostly 46.1 µM), inactives show top-dose growth rescue (activation), most hits filed as activators; also: potency is read from the fitted curve at half-maximal effect; % of control where 0% means no effect; nearly all actives have a fitted effect of over 65% in size
#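 Rescue of yeast growth: cells expressing toxic alpha-synuclein, induced in galactose at OD600 0.02, incubated with compound 24 h at 30 C. ATP luminescence quantified growth; inhibitors of toxicity appear as activators.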
# TDP-43 yeast inh = inhibitors of TDP-43 toxicity in yeast; TDP-43 expressing yeast growth rescue, BacTiter-Glo, 24 h; Potency, µM (highest dose often 46.1 µM), without a hit: top-dose growth rescue (activation), hits mostly activators; hit rate 1.8% among 410,000; also: potency is read from the fitted curve at half-maximal effect; % of control where 0% means no effect; nearly all actives have a fitted effect of over 50% in size
#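 Galactose-induced TDP-43 yeast, OD600=0.02, compound pinned; 24 hr, 30 deg C; BacTiter-Glo luminescence for growth. Inhibitors of TDP-43 toxicity read as activators.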
# FUS suppressor = suppressors of FUS proteinopathy in yeast. AID 1347120. S. cerevisiae FUS-expressing, growth rescue, OD600, 24 h. hit rate 0.24% among 390,000. Potency, µM (top dose mostly 76.6 µM), inactives show top-dose growth rescue (activation), usual class: activators;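 also: potency is read from the fitted curve at half-maximal effect; plate controls were DMSO vehicle for no effect and reference control for full effect; nearly all actives have a fitted effect of over 55% in size; some results filed as inactive show a strong effect at the top dose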
#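 Compound concentration series was pinned onto galactose-induced FUS-expressing yeast seeded at OD 0.005. Plates sat 24hr at 30C; absorbance at 600 nm gave growth. DMSO served as background control.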
# DRD3 agonist = activates the human D3 dopamine receptor. D3R DiscoveRx beta-arrestin cells, luminescence, 90 min. max activation, %. hit rate 0.58% among 410,000. AID 652048; in the data active = max activation above about 30%; also: 0% is about no effect; mostly tested at two doses, the higher about 12 µM
# Target sequence (P35462 whole entry, looked up): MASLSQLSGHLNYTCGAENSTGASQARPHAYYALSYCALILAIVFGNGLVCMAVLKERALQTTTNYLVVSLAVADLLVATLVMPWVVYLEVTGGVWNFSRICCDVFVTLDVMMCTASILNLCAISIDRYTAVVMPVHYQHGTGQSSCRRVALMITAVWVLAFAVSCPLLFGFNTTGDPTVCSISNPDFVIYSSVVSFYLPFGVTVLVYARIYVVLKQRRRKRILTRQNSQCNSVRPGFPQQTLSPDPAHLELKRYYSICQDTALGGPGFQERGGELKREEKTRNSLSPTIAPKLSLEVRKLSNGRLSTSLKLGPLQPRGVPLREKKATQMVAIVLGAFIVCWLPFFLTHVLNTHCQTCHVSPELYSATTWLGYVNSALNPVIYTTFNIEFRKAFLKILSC
#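 Agonist mode: compounds and dopamine controls were applied to plated cells for 90 min at 37 degrees C after an overnight attachment at 1500 cells/well. Luminescent read-out followed 30 - 60 minutes at room temperature with DiscoveRx detection reagent.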
# EPAC2 agonist = agonists of human EPAC2 (RAPGEF4) | EPAC2 activation, biochemical qHTS; response scale: 100% = 6.5 mM cAMP response | Potency, µM (highest dose often 154 µM), for the others: at the top dose activation, usual class: activators | hit rate 0.079% among 360,000 | Q8WZA2; also: potency is read from the fitted curve at half-maximal effect; nearly all actives have a fitted effect of over 50% in size
#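 Each well held 100 nM EPAC2, 250 nM RAP1B-BODIPY-GDP and 50 uM GDP. Fluorescence, read at 5-min intervals to 30 min, was referenced to a 6.5 mM cAMP positive control.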
# D3 antag = antagonists of human D3 dopamine receptor. P35462. D3R cells, DiscoveRx beta-arrestin luminescence, antagonist mode; hits give low values. max response, negative = inhibition, %. hit rate 2.5% among 360,000; in the data active = max response below about -50%; inconclusive = no clear call, values can overlap the other calls; also: % is scaled to controls: 0 for no effect and ±100 for the full control effect; mostly tested at two doses, the higher about 12 µM
#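 Cells expressing the human receptor were seeded at 1500 cells/well, incubated overnight at 37 degrees C in 5% CO2, then exposed to library compounds with dopamine controls for 90 minutes at 37 degrees C before luminescent detection.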
# * = called active by the depositor; ? = inconclusive; nt = not tested or not shown; & = joins results of further samples; [ ] = another dose, or the depositor's remark. Unless noted, calls follow the shape of the dose curve; as a rule, active = well fitted curve in the direction sought with a large enough effect; inconclusive = small, poorly fitted or top-dose-only effect, or another doubt; inactive = no such curve, though single readings can be large; an effect the other way counts as inactive or inconclusive. Not all compounds are listed (hit frequency here may not be typical).
SMILES,Abeta yeast res,EPAC2 antag,aSyn rescue,TDP-43 yeast inh,FUS suppressor,DRD3 agonist,EPAC2 agonist,D3 antag
COc1ccccc1N1CCN(C(=O)c2ccco2)CC1,5%,8%,1%,4%,11%,1,-2%,3
CCOCCCN1C(=O)C(=O)N(CC(=O)N2c3ccccc3NC(=O)CC2C)C1=O (stereo not given),-3%,8%,1%,-6%,nt,2,3%,-3
NC(=O)c1sc2nc3c(c(-c4cccnc4)c2c1N)CCC3,2%,7%,-4%,-11%,3%,11,-2%,12
CCC1CCCCN1CCCNC(=O)c1c(O)nc2ccccn2c1=O (stereo not given),-2%&-2%,7%,0%,-1%&-4%,12%&-3%,2&2,1%,-1
NC(=O)C1CCN(Cc2ccc(OCc3ccccc3)cc2)CC1,3%,10%,-2%,1%,5%,-3,7%,-8
CC(=O)Nc1cccc(OCC(O)Cn2c(C)nc3ccccc32)c1 (stereo not given),16%,-2%,9%,-4%,14%,23,9%,-12
CSc1ccccc1NC(=O)CN(C)CC(=O)Nc1ccccc1N1CCOCC1,-10%,-8%,1%,-8%,16%,0,-3%,0
C[C@H]1CN([C@@H](C)CO)C(=O)c2cccc(NS(=O)(=O)c3ccc(Cl)cc3)c2O[C@@H]1CN(C)CC1CCCCC1,-1%,?,-7%,12%,?,3,-3%,8
COc1ccc(CNCc2c(C(=O)O)n(Cc3ccc(F)cc3)c3cc(C)ccc23)cc1OC,-11%,nt,nt,8%,17%,-3,nt,nt
Cc1cccc(NC(=S)NCC23C=CC(O2)C2C(=O)N(c4ccc(Cl)cc4)C(=O)C23)c1 (stereo not given),-53%[inhibitor],-20%,-71%[inhibitor],?,nt,0,10%,-18
C=CCN1C(=O)/C(=c2\sc3nc(=O)c(Cc4ccccc4)nn3c2=O)c2ccccc21,3%,0%,1%,-8%,2%,3,4%,-21
O=C(c1nc(SCc2ccc([N+](=O)[O-])cc2)n2ccccc12)C(F)(F)F,-4%,-3%,-11%,2%,3%,0,-1%,-6
CCOC(=O)CSc1nnc2n(-c3ccccc3)c(=O)c3c4c(sc3n12)CC(C(C)(C)C)CC4 (stereo not given),2%,nt,nt,35µM*,?,1,nt,nt
COc1cccc(-n2ccnc2SCC(=O)N2CCc3ccccc32)c1,15%,-9%,11%,-1%,-2%,3,6%,-11
O=C(c1cccs1)N1CCCC(c2ccccc2)C1 (stereo not given),-21%,0%,21%,21%,6%,1,6%,-26
O=C(CCc1ccccc1)NNC(=O)COc1ccc([N+](=O)[O-])cc1,13%,-8%,0%,13%,7%,2,5%,3
Cc1nnc(NC(=O)CN2CCN(Cc3c(Cl)cccc3Cl)CC2)s1,6%,11%,7%,12%,-7%,0,4%,5
O=CN1CCN(C(=S)Nc2ccc(OC(F)F)cc2)CC1,-1%,-3%,-1%,17%,-22%,6,4%,2
O=C(NCc1ccccc1)c1cccc(NC(=O)C2CCCCC2)c1,6%,-4%,2%,12%,-5%,0,9%,22
O=C(NCCCn1ccnc1)c1cc(-c2cccs2)on1,12%,17%,1%,16%,nt,-7,-2%,0
COc1ccccc1NC(=O)N(Cc1ccco1)Cc1cc2c(C)ccc(C)c2[nH]c1=O,-2%,-4%,-10%,1%,6%,1,-5%,13
CCS(=O)(=O)Nc1cccc(C2=NN(S(=O)(=O)c3ccc(F)cc3)C(c3cccs3)C2)c1 (stereo not given),-7%,5%,-2%,-16%,35%,-8,5%,0
O=C(c1cc2cc(Cl)ccc2[nH]1)N1CCCCC1,9%,2%,16%,?,-11%,1,4%,-6
COc1cccc(C(=O)c2c[nH]c(C(=O)NCCCN3CCOCC3)c2)c1,-10%,2%,-3%,-4%,-11%,2,0%,-4
O=C(Nc1ccc(C(F)(F)F)cc1)C(Cc1ccccc1)n1cccc1 (stereo not given),-43%[inhibitor],nt,-11%,-60%[inhibitor],8%,-9,nt,nt

# An excerpt from above in order of count of non-hydrogen atoms, smallest number first:
SMILES,Abeta yeast res,EPAC2 antag,aSyn rescue,TDP-43 yeast inh,FUS suppressor,DRD3 agonist,EPAC2 agonist,D3 antag
O=C(c1cc2cc(Cl)ccc2[nH]1)N1CCCCC1,9%,2%,16%,?,-11%,1,4%,-6
O=CN1CCN(C(=S)Nc2ccc(OC(F)F)cc2)CC1,-1%,-3%,-1%,17%,-22%,6,4%,2
O=C(CCc1ccccc1)NNC(=O)COc1ccc([N+](=O)[O-])cc1,13%,-8%,0%,13%,7%,2,5%,3
COc1ccccc1NC(=O)N(Cc1ccco1)Cc1cc2c(C)ccc(C)c2[nH]c1=O,-2%,-4%,-10%,1%,6%,1,-5%,13

# (cont.)
SMILES,Abeta yeast res,EPAC2 antag,aSyn rescue,TDP-43 yeast inh,FUS suppressor,DRD3 agonist,EPAC2 agonist,D3 antag
CCc1ccc(NC(=O)CS(=O)CC(=O)Nc2ccc(-n3cnnn3)c(C)c2)cc1 (stereo not given),2%,-10%,-6%,-10%,15%,3,-5%,2
CNC(=O)C1CC(=O)N(CCc2ccc(OC)cc2)C(=Nc2ccc(OC)cc2)S1 (stereo not given),-7%,-8%,3%,16%,37%,3,5%,3
CCOC(=O)CNC(=O)CN1C(=O)CCS(=O)(=O)c2ccccc21,13%,-1%,5%,14%,22%,4,10%,6
Cc1ccccc1NC(=O)CSCc1nc(N)nc(Nc2ccccc2C)n1,-14%,-4%,-7%,-12%,9%,0,3%,3
Cc1ccccc1NC(=O)C(=O)NCCCN1CCCC1=O,-6%,-4%,1%,2%,nt,-2,1%,5
CC12CCC(C(=O)NNc3ccccc3)(OC1=O)C2(C)C (stereo not given),25%,10%,4%,8%,-18%,-7,-3%,11
Oc1ccc(NCc2ccccc2OCc2ccc(Cl)cc2)cc1,-43%[inhibitor],nt,nt,?,8%,-1,nt,nt
CCN(CC)c1ccc(/C=N/N2CCN(c3ccccn3)CC2)cc1,-7%,0%,2%,-7%,-30%,6,6%,18
O=C(CNC(=O)c1ccc(Br)cc1)N/N=C/c1cccnc1,-16%,-4%,0%,3%,-10%,0,10%,4
CCCOc1ccc(-c2nc(N3CCN(C)CC3)c3ccccc3n2)cc1,2%,-8%,10%,2%,-17%,-10,17%,-59*
O=c1[nH][nH]c(-c2ccccc2)c1C=Nc1ccc(Cl)cc1,4%,-2%,-5%,16%,15%,-1,-4%,?
Cc1cn([C@H]2C[C@H](O)[C@@H](CCC(=O)NC(c3ccccc3)c3ccccc3)O2)c(=O)[nH]c1=O,1%,11%,1%,25%,1%,7,0%,26
c1ccc(-c2csc(NC3=NCCCCC3)n2)cc1,-4%,4%,-8%,-7%,-19%,4,0%,7
COc1ccccc1N(C)S(=O)(=O)c1ccc(C(=O)NC2CCCCC2)cc1,-11%,1%,18%,-1%,nt,-15,21%,?
CN1CCN(CC(O)(c2ccc(Cl)cc2)c2ccc(Cl)cc2)CC1,5%,-9%,1%,8%,16%,-6,12%,-20
FC(F)(F)c1nnc2ccc(N3CCCCC3)nn12,-29%,3%,-1%,-1%,20%,3,5%,13
CCn1c(SCC(=O)Nc2ccc(OC)cc2)nc2nc3c(cc2c1=O)COC(C)(C)C3,8%,-12%,5%,8%,13%,6,8%,4
COc1ccccc1CNC(=O)COC(=O)c1cccs1,9%,12%,0%,?,-8%,8,3%,4
N#Cc1c(-c2ccccc2)c(C#N)c2nc3ccccc3n2c1N,-25%,-15%,-2%,-20%,25%,10,6%,15
Cc1ccc(C(=O)COc2nc(C)nc3ccccc23)cc1,-7%,-1%,2%,-13%,-8%,6,-3%,15
CCc1ccc(NS(=O)(=O)c2c(C)nc3sc(CC)nn3c2=O)cc1,5%&9%,-9%,?,?,8%&15%,2&0,7%,-9
COc1ccc(Cl)cc1S(=O)(=O)N(C)CC(=O)NCc1ccccn1,-6%,5%,-9%,0%,-1%,-5,9%,-14
CCOC(=O)C(Sc1n[nH]c(N)n1)c1ccccc1 (stereo not given),-2%,18%,-26%,-28%,22%,3,-4%,-17
CSc1ccc(/C=N/n2c(C)cc(C)cc2=O)cc1,6%,13%,-8%,?,4%,1,6%,0
CCOC(=O)C1=C(C)N=C2SC(C)C(=O)N2C1c1ccc(C(=O)OC)cc1 (stereo not given),-1%,-3%,-5%,4%,?,1,2%,?
CN(C)c1ccc(-c2ccnc3c2CC(C)(C(=O)NCC2CC2)O3)cc1 (stereo not given),-10%,7%,12%,19%,4%,4,3%,0
N#Cc1c(-c2ccccc2)nc(SCC(=O)Nc2ccccc2)[nH]c1=O,20%,-6%,1%,20%,nt,-1,-11%,9
COc1cc(/C=N/n2c(C)n[nH]c2=S)ccc1OCc1ccccc1,15%,7%,0%,5%,nt,-2,-1%,4
COc1ccc(C(=O)c2cc([N+](=O)[O-])ccc2N2CCN(C)CC2)cc1,0%,-11%,0%,-9%,5%,-6,7%,-19

# Random excerpt: 2 compounds from above.
SMILES,Abeta yeast res,EPAC2 antag,aSyn rescue,TDP-43 yeast inh,FUS suppressor,DRD3 agonist,EPAC2 agonist,D3 antag
CCCOc1ccc(-c2nc(N3CCN(C)CC3)c3ccccc3n2)cc1,2%,-8%,10%,2%,-17%,-10,17%,-59*
O=c1[nH][nH]c(-c2ccccc2)c1C=Nc1ccc(Cl)cc1,4%,-2%,-5%,16%,15%,-1,-4%,?

# Some entries already given, showing only FUS suppressor:
Compound	FUS suppressor
CC12CCC(C(=O)NNc3ccccc3)(OC1=O)C2(C)C (stereo not given)	-18%
O=C(CNC(=O)c1ccc(Br)cc1)N/N=C/c1cccnc1	-10%
CCc1ccc(NC(=O)CS(=O)CC(=O)Nc2ccc(-n3cnnn3)c(C)c2)cc1 (stereo not given)	15%
CCCOc1ccc(-c2nc(N3CCN(C)CC3)c3ccccc3n2)cc1	-17%

# High-throughput results: PubChem, National Center for Advancing Translational Sciences (NCATS)
